Screens from PubChem.
OXTR ag – human OXTR agonists, primary screen, fluorescence, CHO-OTR cells, Fluo-8 calcium | Fluo-8 calcium fluorescence; normalized: DMSO 0%, oxytocin 100% | activation, % at 3 µM | 320,000 compounds, 0.32% hits | AID 2435, 2010;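 active = activation above the mean of all tested compounds plus 3 SD, cutoff set per screening run, cut at about 20% in these data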;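 note: peak over basal fluorescence ratio from a 100 s FLIPR kinetic read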
Target sequence (P30559 whole entry, looked up): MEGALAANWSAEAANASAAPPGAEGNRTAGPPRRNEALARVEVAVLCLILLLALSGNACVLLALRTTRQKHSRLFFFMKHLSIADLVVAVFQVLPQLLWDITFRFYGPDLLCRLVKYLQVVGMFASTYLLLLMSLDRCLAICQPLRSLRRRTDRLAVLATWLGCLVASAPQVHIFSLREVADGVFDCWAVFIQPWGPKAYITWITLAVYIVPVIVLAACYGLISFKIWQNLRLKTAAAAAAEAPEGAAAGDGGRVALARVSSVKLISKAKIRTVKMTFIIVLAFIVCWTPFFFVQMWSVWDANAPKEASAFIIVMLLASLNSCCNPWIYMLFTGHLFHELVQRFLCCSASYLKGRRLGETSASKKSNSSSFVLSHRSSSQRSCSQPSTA
CHO parental Ca – ATP-evoked calcium signal inhibitors, parental CHO, primary screen, counter-screen for OX1R antagonist project, cell-based, fluorescence, Fluo-8 calcium dye. parental CHO-K1, ATP-induced calcium, Fluo-8 fluorescence. inhibition, % at 5.6 µM. 330,000 compounds, 0.63% hits. AID 463079, 2010;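 active = inhibition above that plate's mean sample inhibition plus 3 SD, cut at about 26% in these data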;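 note: 0% = ATP-challenged DMSO wells and 100% = DMSO wells without ATP; some compounds past the cut are filed as inactive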
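material = parental CHO cells | also added = ATP as calcium-mobilizing challenge | dosing = single point at 5.6 µM | detection = intracellular calcium via Fluo-8 no-wash fluorescent dye | read-out = % inhibition | benchmarks = low control ATP plus DMSO, high control DMSO only | repeats = one well per compound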
GPR7 antag – GPR7 receptor antagonists, primary screen, cell-based, fluorescence, single concentration; Neuropeptides B/W receptor type 1 (Homo sapiens), P48145; GPR7-expressing cells, fluorescence antagonist assay; inhibition, % at 4.4 µM; 290,000 compounds, 1.1% hits; AID 1861, 2009; in the data active = inhibition above about 16%, passing the limit was not always enough;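 note: cells stimulated with the agonist NPW; 0% = agonist with vehicle and 100% = vehicle without agonist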
Target sequence (P48145 whole entry, looked up): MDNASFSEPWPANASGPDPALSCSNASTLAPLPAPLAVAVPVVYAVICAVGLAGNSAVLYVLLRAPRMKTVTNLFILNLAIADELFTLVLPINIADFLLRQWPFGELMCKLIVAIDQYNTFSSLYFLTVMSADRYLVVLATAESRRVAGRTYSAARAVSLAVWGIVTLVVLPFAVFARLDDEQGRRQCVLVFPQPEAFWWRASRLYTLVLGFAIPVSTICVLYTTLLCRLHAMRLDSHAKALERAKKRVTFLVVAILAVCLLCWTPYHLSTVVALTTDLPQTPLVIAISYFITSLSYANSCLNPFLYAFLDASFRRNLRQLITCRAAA
OXTR potentiator – human OXTR potentiators, primary screen, fluorescence, CHO-OTR cells, Fluo-8 calcium; activation, % at 3 µM; Fluo-8 calcium fluorescence, potentiator mode; 0% = oxytocin EC15, 100% = EC100; AID 2445, 2010; Oxytocin receptor (Homo sapiens), P30559; 320,000 compounds, 0.061% hits;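 active = activation above that plate's cutoff, the mean activation of tested compounds plus 3 SD, cut at about 6.6% in these data, passing the limit was not always enough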;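 note: 100% uses oxytocin at 75 nM as the full agonist control; some results filed as inactive read as strong as hits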
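Material: CHO-OTR cells, human receptor; compound dosing: single dose, 3.0 µM nominal final compound concentration; schedule: 6 min compound pre-incubation at room temperature, 100 s kinetic read; measured by: kinetic Fluo-8 calcium fluorescence; read-out basis: % activation vs EC15 and EC100 oxytocin; controls: EC15 oxytocin alone as 0%, 75 nM oxytocin as 100%; replicates: singlicate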
M1 PAM parental – nonselective calcium activators in parental CHO-K1 cells, primary screen, counter-screen for M1 PAM project, cell-based, Fluo-8 calcium fluorescence, full deck, 1536-well; AID 602247, 2012; activation, % at 3 µM; 360,000 compounds, 0.02% hits; ATP EC20; 0% at ATP EC20, 100% at ATP max;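 active = activation above the run cutoff, the mean activation of all test compounds plus 3 SD, cut at about 40% in these data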;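 note: peak over basal fluorescence ratio in a 140 s read after ATP addition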
CHO-K1 Ca antag – nonselective inhibitor or artifact in parental CHO-K1 cells; ATP-induced calcium, Fluo-8 fluorescence; inhibition, % at 3 µM; 360,000 compounds, 0.6% hits;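 active = inhibition above a per-plate cutoff, the plate's mean sample inhibition plus 3 SD, cut at about 24% in these data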;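 note: 0% = DMSO plus EC80 ATP and 100% = DMSO alone without ATP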
M1 ag parental – counter-screen for M1 agonists: effect in parental CHO-K1 cells | activation, % at 3 µM | AID 602248, 2012 | Fluo-8 calcium fluorescence; scaled to maximal ATP response, vehicle zero | 360,000 compounds, 0.48% hits; in the data active = activation above about 15%;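 note: untransfected CHO-K1 host cells lacking M1 receptor as counterscreen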
TAAR1 antagonist – human TAAR1 antagonists, primary screen, Fluo-8 calcium fluorescence, CHO RD-HGA16 cells. 360,000 compounds, 1.5% hits. Trace amine-associated receptor 1 (Homo sapiens), Q96RJ0. inhibition, % at 3 µM. antagonist;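 active = inhibition above a per-plate cutoff, the mean inhibition of test compounds on that plate plus 3 SD, cut at about 49% in these data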;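 note: 0% = DMSO plus EC80 beta-PEA response and 100% = DMSO alone without agonist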
Target sequence (Q96RJ0 whole entry, looked up): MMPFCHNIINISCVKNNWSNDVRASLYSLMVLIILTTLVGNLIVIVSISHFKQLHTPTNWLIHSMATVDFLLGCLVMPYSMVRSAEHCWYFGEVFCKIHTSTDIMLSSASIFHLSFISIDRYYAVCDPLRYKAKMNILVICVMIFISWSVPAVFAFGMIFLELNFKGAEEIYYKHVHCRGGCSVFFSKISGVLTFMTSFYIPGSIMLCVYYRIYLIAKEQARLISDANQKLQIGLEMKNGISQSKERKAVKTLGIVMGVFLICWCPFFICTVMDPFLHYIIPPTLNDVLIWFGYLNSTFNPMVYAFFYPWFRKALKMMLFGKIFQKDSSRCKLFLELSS
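Assay system: CHO-derived RD-HGA16 cells stably expressing human TAAR1 plus Gα16. Timing: 140 s kinetic read after compound, 140 s after agonist. Technique: kinetic Fluo-8 calcium fluorescence measurement. Measure: % inhibition of agonist calcium response.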
V1aR counter – agonists of human V1a receptor, primary screen, counter-screen for OXTR agonist project, fluorescence, CHO-V1R cells | AID 2797, 2010 | Vasopressin V1a receptor (Homo sapiens), P37288 | activation, % at 3 µM | Fluo-8 calcium fluorescence, agonist mode; 0% DMSO, 100% 3 nM vasopressin | 320,000 compounds, 0.25% hits;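 active = activation above the mean activation of all tested compounds plus 3 SD, per screening run, cut at about 20% in these data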;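 note: signal is peak over basal fluorescence ratio across a 100 second FLIPR read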
An asterisk follows results filed as active; nt = no result given. Compounds were not picked by outcome (roughly 3.5% active in at least one column).

SMILES | OXTR ag | CHO parental Ca | GPR7 antag | OXTR potentiator | M1 PAM parental | CHO-K1 Ca antag | M1 ag parental | TAAR1 antagonist | V1aR counter
CCOC(=O)C1=NOC(Cn2cc(C#N)c(=O)n(C)c2=O)C1 (stereo unspecified) | 0.7 | 0 | 5 | -16 | 5 | 7 | -0.2 | -5 | 0.0
O/N=C(\c1ccc2c(c1)OCCO2)C1CCCCC1 | 0.0 | -19 | -8 | -5 | 14 | 0 | 5.5 | 8 | 0.3
Cc1ccc(S(=O)(=O)c2c(O)c3ccc(C(=O)O)cc3[nH]c2=O)cc1 | nt | nt | -6 | nt | 15 | -7 | 1.6 | -17 | nt
Clc1ccc2[nH]c3c(NCCN4CCOCC4)ncnc3c2c1 | 3.2 | -10 | -2 | -7 | 21 | -3 | 0.7 | 7 | 1.9
CC1CCCCC1NC(=O)CCCn1c(=S)[nH]c2ccsc2c1=O (stereo unspecified) | -0.5 | -21 | -2 | -4 | 4 | 2 | 0.9 | -10 | 1.9
CC(C)CN(C(=O)c1ccc(N2CCCC2=O)cc1)c1c(N)n(Cc2ccccc2)c(=O)[nH]c1=O | 0.5 | -13 | nt | -7 | 8 | -10 | 0.1 | -23 | 0.1
Cc1cccc(NC2=C(C#N)C(=O)NC3(CCCC3)S2)c1 | 1.5 | -7 | -15 | -2 | 10 | -19 | 1.3 | -12 | 0.6
O=c1cc(N2CCOCC2)[nH]c(=O)n1-c1ccc(Cl)cc1 | -0.2 | 9 | -10 | -8 | -3 | 22 | -0.3 | 10 | 0.7
O=C(CSc1nc2ccccc2c(=O)[nH]1)N1CCOCC1 | -0.7 | 0 | -7 | -3 | 7 | -15 | 0.3 | 14 | 0.9
Cc1ccc(CS(=O)Cc2ccc(C(=O)NCc3ccccc3)o2)cc1 (stereo unspecified) | 0.5 | -16 | 4 | -14 | -13 | -6 | 0.5 | -8 | 0.2
O=C(CCN1C(=O)c2ccccc2C1=O)Nc1ccc(-c2cn3ccsc3n2)cc1 | 2.6 | -14 | -4 | -7 | 5 | -4 | 3.3 | 43 | 2.8
Cc1c(-c2ccccc2)[n+](=O)c2c(n1[O-])CCC2 | -0.2 | -4 | -10 | -5 | 5 | 2 | -0.2 | 4 | 2.5
CN(C)C1=NCCN1CCc1ccccc1 | 0.2 | 0 | nt | -9 | 2 | -11 | 0.1 | -18 | 0.0
C=CCN(Cc1cc(OC)ccc1OC)S(=O)(=O)N(C)C | -2.3 | -10 | -3 | -10 | 24 | -10 | 0.3 | -18 | -1.2
CCn1c(NC)cc(=O)n(C)c1=O | -0.4 | 0 | -19 | -7 | 14 | -9 | -0.2 | 3 | 0.8
Cc1cc(NC(=O)Cn2nc(C(F)(F)F)c3c2CCCC3)no1 | 1.2 | 0 | -6 | -4 | 13 | -9 | 1.2 | -11 | -0.8
CCc1ccc(NC(=O)NC(C)c2ccc3c(c2)OCO3)cc1 (stereo unspecified) | -0.7 | -9 | -9 | -5 | 21 | -9 | 1.0 | -11 | 1.1
O=S1(=O)CCC(NC(=S)Nc2ccc3ccccc3c2)C1 (stereo unspecified) | -0.2 | 5 | 4 | -4 | -5 | -7 | 1.0 | -26 | 1.4
COc1ccc(S(=O)(=O)Oc2ccc3cccc(N)c3c2)cc1 | 0.8 | 8 | nt | -12 | 15 | -7 | 6.3 | 29 | 4.0
O=C(OCC(=O)C12CC3CC(CC(C3)C1)C2)c1ccc(O)cc1O | 0.3 | 13 | nt | -3 | 11 | 8 | 2.1 | 9 | 0.7
COc1ccc(S(=O)(=O)N2CCC(C(=O)N[C@@H](C)C(=O)NCc3cccc(OC)c3)CC2)cc1 | -0.2 | -27 | 5 | -6 | 23 | -15 | 1.5 | -23 | 1.1
Cc1cc(C)n(S(=O)(=O)c2cc(C(=O)O)c(Cl)cc2Cl)n1 | -0.5 | 6 | 6 | -5 | 10 | -8 | 0.4 | -5 | 0.2
Cc1nn(Cc2ccccc2)c(C)c1NC(=O)c1cc2nc(-c3ccco3)cc(C(F)(F)F)n2n1 | -2.6 | -20 | -23 | -2 | 6 | 2 | 2.3 | 20 | -1.7
O=C(CN1C(=O)NC2(CCCC2)C1=O)Nc1ccc(F)cc1 | 1.4 | 3 | -7 | -19 | 5 | -4 | 0.8 | 3 | 0.5
Cc1cc(C(=O)COC(=O)c2ccc(NC(=O)CC#N)cc2)c(C)n1CC(F)(F)F | nt | nt | nt | nt | -2 | 6 | 1.0 | -11 | nt
COc1ccccc1-c1noc2ncnc(Nc3cccc(C)c3)c12 | -2.1 | -12 | 1 | -1 | 3 | 3 | -1.2 | 12 | -0.2
CC(CN(C)C)CN1c2ccccc2Sc2ccccc21 (stereo unspecified) | 11 | -10 | nt | -11 | 0 | 10 | 1.4 | 26 | 7.3
CC(Cc1ccccc1)NC(=O)CSc1nc2nc3c(cc2c(=O)n1-c1ccccc1)COC(C)(C)C3 (stereo unspecified) | -2.0 | -16 | -2 | -1 | 0 | 10 | 0.2 | 5 | -1.2
Cc1cc(-c2sccc2Br)nc(-n2cccc2)n1 | nt | nt | -10 | nt | -9 | -4 | -0.4 | -35 | nt
Cc1ccc2nc(SCC(=O)NC3CCCc4ccccc43)[nH]c2c1 (stereo unspecified) | -2.5 | -33 | -8 | -5 | -6 | 2 | 3.3 | -5 | -0.3
Cc1cccc(C(=O)Nc2cccc(C(=O)N/N=C/c3ccncc3)c2)c1 | 1.6 | -12 | 8 | -4 | 0 | -2 | 4.8 | 48 | 0.0
CCCCn1c(N)c(C(=S)NC(=O)CC(C)C)c(=O)n(C)c1=O | nt | nt | -4 | nt | 13 | -10 | 0.5 | nt | nt
CC1CCN(CC(=O)Nc2nc(-c3ccccc3)cs2)CC1 | -2.2 | -8 | -13 | -10 | 4 | -7 | 0.7 | 2 | -1.4
Cc1ccccc1C(C(=O)NC1CCCC1)N(C(=O)Cc1cccs1)c1ccc2c(c1)OCCO2 (stereo unspecified) | -1.4 | -35 | -14 | -8 | 6 | -4 | -0.4 | 13 | -0.6
O=C(CCCN=C1NS(=O)(=O)c2ccccc21)OCC(=O)c1ccccc1Cl | 7.3 | -8 | nt | -8 | 13 | -5 | 5.5 | 11 | 3.8
C=CCNc1ncnc2c1ncn2[C@H]1CN(Cc2ccc3c(c2)OCO3)C[C@@H](CO)O1 | nt | nt | nt | nt | 24 | -1 | 1.7 | -10 | nt
O=C(CCSc1nc(-c2ccco2)cc(C(F)(F)F)n1)NCc1ccccn1 | -1.2 | -18 | -13 | -4 | 11 | 6 | 3.0 | 5 | -0.2
CC1CCN(c2ccccc2NC(=O)c2cc([N+](=O)[O-])ccc2N2CCOCC2)CC1 | -0.8 | -25 | -14 | -1 | -6 | -8 | -0.1 | -25 | 1.7
COc1ccc(CCNS(=O)(=O)c2ccc(C3CNC(=O)C3)cc2)cc1OC (stereo unspecified) | 0.1 | -9 | -15 | -3 | 22 | -13 | 1.2 | -3 | -0.1
Cc1nnc(SCC(=O)Nc2ccc3c(c2)OCCO3)n1N | 0.1 | -3 | -7 | -5 | 13 | -9 | 0.3 | 3 | 0.1
COc1ccc(/C=C2\SC(=S)N(CCC(=O)Nc3cccc(C(=O)O)c3)C2=O)cc1 | 1.0 | -10 | -2 | -7 | -10 | 11 | 0.2 | -10 | 0.9
Cc1cccc(N2CCN(S(=O)(=O)c3cnc[nH]3)CC2)c1C | 0.8 | -2 | 6 | -8 | 4 | -4 | 0.1 | -11 | 0.4
Cc1ccc(S(=O)(=O)N2CCOCC2)cc1C(=O)OCc1nnc(-c2ccccc2)o1 | 0.6 | -2 | nt | -15 | -19 | 8 | 3.5 | 28 | 4.3
Cc1ccc(NC(=O)COC(=O)C2CSC3(C)CCC(=O)N23)c(C)c1 (stereo unspecified) | -0.8 | -11 | nt | -5 | 3 | -6 | 0.7 | -2 | 0.5
CCOC(OCC)c1cn(Cc2ccc3c(c2)C(=O)c2ccccc2C3=O)nn1 | 1.3 | -9 | -5 | 2 | nt | nt | nt | 1 | 2.2
O=C(c1cccc(C(=O)N2CCN(c3ncccn3)CC2)c1)N1CCN(c2ncccn2)CC1 | -0.4 | -23 | 3 | -1 | 21 | -11 | 1.1 | -5 | -0.7
Cc1ccc(N(C(=O)c2ccc(Br)o2)C2C=CS(=O)(=O)C2)cc1 (stereo unspecified) | 0.4 | -4 | -2 | 5 | -9 | 10 | -0.1 | 19 | 1.4
CN(CCCCN1CCOCC1)Cc1nc(-c2ccc3c(c2)OCO3)no1 | 1.8 | -2 | -10 | 2 | 6 | -12 | 3.0 | -32 | 1.8
Cc1cc(C)nc(NS(=O)(=O)c2ccc(NC(=O)Cc3ccccc3F)cc2)n1 | 1.2 | -12 | -19 | -2 | 0 | -2 | 1.1 | -9 | 0.5

An excerpt of these results, tab-delimited.
SMILES	OXTR ag	CHO parental Ca	GPR7 antag	OXTR potentiator	M1 PAM parental	CHO-K1 Ca antag	M1 ag parental	TAAR1 antagonist	V1aR counter
COc1ccc(CCNS(=O)(=O)c2ccc(C3CNC(=O)C3)cc2)cc1OC (stereo unspecified)	0.1	-9	-15	-3	22	-13	1.2	-3	-0.1
Cc1ccc(NC(=O)COC(=O)C2CSC3(C)CCC(=O)N23)c(C)c1 (stereo unspecified)	-0.8	-11	nt	-5	3	-6	0.7	-2	0.5
COc1ccc(/C=C2\SC(=S)N(CCC(=O)Nc3cccc(C(=O)O)c3)C2=O)cc1	1.0	-10	-2	-7	-10	11	0.2	-10	0.9
Cc1ccc(S(=O)(=O)N2CCOCC2)cc1C(=O)OCc1nnc(-c2ccccc2)o1	0.6	-2	nt	-15	-19	8	3.5	28	4.3
O=C(c1cccc(C(=O)N2CCN(c3ncccn3)CC2)c1)N1CCN(c2ncccn2)CC1	-0.4	-23	3	-1	21	-11	1.1	-5	-0.7
Cc1cccc(N2CCN(S(=O)(=O)c3cnc[nH]3)CC2)c1C	0.8	-2	6	-8	4	-4	0.1	-11	0.4
